Source: PubChem (NCI)
Growth percent in the NCI-60 one-dose screen (48 h, 10 µM unless noted): 100 = growth as untreated, 0 = no growth, -100 = all killed.
NCI-H522: NCI-H522 lung cancer. 8% of 78,000 active
NCI-H460: NCI-H460 lung cancer; 6.8% of 82,000 active
NCI-H226: NCI-H226 lung cancer; AID 1794732; 3.5% of 79,000 active
RXF 393: RXF 393 renal cancer cells; 6.9% of 77,000 active; AID 1794773
A498: A498 renal cancer cells; 5.4% of 76,000 active; AID 1794774
NCI/ADR-RES: NCI/ADR-RES ovarian cells | 4.4% of 81,000 active | AID 1794790
NCI-H23: NCI-H23 lung cancer | AID 1794731 | 4% of 80,000 active
ACHN: ACHN renal cancer; AID 1794771; 4.9% of 81,000 active
CAKI-1: CAKI-1 renal cancer | 4.7% of 75,000 active
* hit, by the source's call; · = not tested or not shown; & = joins results of further samples; ! = not active in a repeat. Rule for the calls: active = growth percent below 10; inactive = the rest.

SMILES	NCI-H522	NCI-H460	NCI-H226	RXF 393	A498	NCI/ADR-RES	NCI-H23	ACHN	CAKI-1
COc1ccc(Cc2nnc(SCC(=O)Nc3ccc(C)cc3)n2-c2ccc(C)cc2)cc1	88	105	101	118	54	94	98	115	99
COc1ccc2c(c1)CC/C(=C\c1cccnc1)C2=O	78	105	116	117	103	94	101	99	93
CN(C)CCn1c(=O)c2ccccc2n2nc3ccccc3c12	97	70	85	74	9.6*	77	87	47	78
Cc1ccc(C(=O)c2ccc(CC(=O)N=Nc3c(O)[nH]c4ccc(OC(F)(F)F)cc34)n2C)cc1	86	103	91	104	87	92	90	94	91
NS(=O)(=O)c1nnc(Nc2nc3ccccc3s2)s1	97	102	95	102	109	108	98	106	90
N#Cc1nc(-c2ccccc2)oc1N1CCN(c2ccccc2)CC1	77	104	101	105	80	106	·	103	96
COc1cc(-c2nn(-c3cccc(NC(=O)NCCNC(=O)c4ccccc4)c3)cc2-c2ccncc2)ccc1Cl	0.7*	13	9.3*	-23*	-3.3*	46	20	12	·
COc1ccc(-n2nc3c(c(C#N)c2=O)CC(c2ccc(Cl)cc2)C([N+](=O)[O-])=C3O)cc1 (stereo not given)	89	103	104	94	97	99	95	94	90
CC(=O)N1c2c(C(=O)N3CCCCC3)cnn2CC1c1ccccc1 (stereo not given)	93	108	110	112	108	101	99	108	93
OC1CCN(CCCOc2c3ccc(Cl)cc3nc3c2oc2ccccc23)CC1	-49*	-9.2*	-6.3*	-74*	-91*	6.5*	·	-50*	-3.5*
S=c1[nH]nc(Nc2cccnc2)n1-c1cccnc1	96	109	84	108	107	101	97	96	89
COc1cc(/C=C/C(=O)c2ccc(NC(=O)CSc3nnc(-c4c[nH]c5ccccc45)n3-c3ccccc3)cc2)cc(OC)c1OC	91	91	70	·	138	96	48	89	96
CN[C@@H]1[C@@H](O[C@H]2O[C@H](CO)[C@@H](N)[C@H](O)[C@H]2O)O[C@H]2C[C@@H](N)[C@H](O[C@H]3[C@H](O)[C@@H](O)[C@H](N)C[C@@H]3N)O[C@@H]2[C@@H]1O	116	104	114	124	128	98	111	109	104
NS(=O)(=O)c1ccc(Nc2nc3n[nH]c(Nc4cccc(Cl)c4)c3c(=O)[nH]2)cc1	92	100	84	113	96	96	97	101	91
Cc1cc2c(C(=O)NCC#N)cccc2n1-c1nc2c(c(NCc3ccccc3)n1)CCCC2	-25*	-36*	-69*	-69*	·	1.2*	-42*	-4.4*	-2.8*
COc1ccc(C2=NOC(CC(=O)N3CCNCC3)C2)cc1OC1CCCC1 (stereo not given)	86	104	·	103	·	98	98	104	94
Nc1nc(SCc2ccc([N+](=O)[O-])cc2)c2[nH]cnc2n1	81	81	99	86	106	90	93	91	111
COc1cc(NCC(=O)Nc2cc(Nc3cccc(Cl)c3)ncn2)c(Cl)c(OC)c1Cl	84	94	97	103	95	94	89	95	·
N#Cc1c(-c2ccccc2)nc(SCC(=O)Nc2ccc(Cl)cc2)[nH]c1=O	104	116	110	132	119	94	130	103	109
CSc1nnc2c(=O)[nH]c(=O)n(C)c2n1	102	129	100	·	110	115	115	107	107

An excerpt taken from the entries so far, as a working copy:
SMILES	NCI-H522	NCI-H460	NCI-H226	RXF 393	A498	NCI/ADR-RES	NCI-H23	ACHN	CAKI-1
COc1ccc(Cc2nnc(SCC(=O)Nc3ccc(C)cc3)n2-c2ccc(C)cc2)cc1	88	105	101	118	54	94	98	115	99
COc1ccc2c(c1)CC/C(=C\c1cccnc1)C2=O	78	105	116	117	103	94	101	99	93

More entries follow.
SMILES	NCI-H522	NCI-H460	NCI-H226	RXF 393	A498	NCI/ADR-RES	NCI-H23	ACHN	CAKI-1
COc1cc(/C=N/NC(=O)c2cnn(CC(O)c3ccccc3)c2N)ccc1Oc1ccccc1 (stereo not given)	99	83	102	90	·	99	97	96	91
O=[N+]([O-])c1cc(/C=N/Nc2nc(N/N=C/c3ccc(Cl)c([N+](=O)[O-])c3)nc(N3CCCCC3)n2)ccc1Cl	52	99	61	100	108	30	82	35	72
O=C(/C=C/c1cccc([N+](=O)[O-])c1)c1ccc(O)c(CN2CCN(c3cc4c(cc3F)c(=O)c(C(=O)O)cn4C3CC3)CC2)c1	16	37	61	-12*	97	11	37	8.1*	42
Cc1ccc(C(=O)C2C(=O)C3CCC2C3)cc1 (stereo not given)	101	·	99	109	109	99	94	100	96
C[C@H]1[C@]2(C)CCc3cc4[nH]c5ccccc5c4cc3[C@]2(CCCO)C(=O)O[C@@]1(C)O	92	101	88	103	124	102	103	96	80
O=C(Nc1ccccc1)OCCCl	98	104	99	·	100	99	93	99	99
O=C(O)c1ccc(-n2cc(/C=N/Nc3ccc(F)c(Cl)c3)c(-c3cc4ccc(O)cc4oc3=O)n2)cc1	81	102	88	99	88	104	103	91	80
CCCCCCCCCCCC1=NC(CC)(CO)CO1 (stereo not given)	66	106	94	111	87	89	91	92	82
CCCCN1C(=O)CC2CCOC21C (stereo not given)	95	114	94	93	108	113	102	107	104
Cn1c(-c2ccccc2)cs/c1=N\S(=O)(=O)c1ccc(NNc2c3ccccc3cc3ccccc23)cc1	·	98	81	100	98	87	78	93	·
CCOCc1c(C)cc(C)cc1C	91	107	97	106	113	111	100	101	102
Nc1ccc(N)c2c1C(=O)c1ccccc1C2=O	81	94	94	85	73	89	83	68	77
Clc1ccc(C2CC(c3cccc(Nc4ccncc4)c3)=NN2c2ccccc2)cc1 (stereo not given)	-39*	-70*	93	·	84	79	84	78	53
O=C(O)CSC(SCC(=O)O)c1ccc([N+](=O)[O-])cc1	103	120	119	130	116	99	108	108	99
COc1cc(/C=C/C(=O)O)cc([N+](=O)[O-])c1O	106	101	106	117	109	114	112	108	94
O=C1OCC2=C1C(c1cccc(Br)c1)c1cc3c(cc1N2CCO)OCCO3 (stereo not given)	-11*	0.5*	-4.5*	38	-11*	8.4*	28	34	15
CNC(=O)c1cc(Oc2cccc3nc(NC(=O)Nc4ccc(F)cc4F)ccc23)ccn1	46	14	50	1.5*	68	23	43	34	73
O=C1c2ccc3c4c5ccc(c24)C(=O)N1CCCOCCCCOCCCNCc1ccc(cc1)CNCCCOCCCCOCCCN(C3=O)C5=O	-39*	3.0*	73	30	94	90	-52*	-66*	-1.1*
CCOc1ccc(N=Nc2ccc(C=O)c(S(=O)(=O)O)c2)cc1	89	109	102	129	114	101	99	110	·
O=C(N/N=C/c1ccc(OC(F)F)c(OC2CCCC2)c1)c1cnn2c1NC(c1ccccc1)C2 (stereo not given)	79	82	·	77	·	73	98	82	63
Clc1c(SCc2ccccc2)ncnc1SCc1ccccc1	84	105	99	109	96	110	98	101	96
NNc1ccc([N+](=O)[O-])cn1	108	116	101	102	102	102	95	99	100
CCOc1ccc2cc(-c3nn(CC4CCNCC4)c4ncnc(N)c34)ccc2n1	70&86	71&98	59&84	35&72	50&85	85&100	56&80	49&105	97&102
Cc1ccc(S(=O)(=O)NC(=O)CCC(=O)NCc2ccccc2)cc1	96	122	97	105	92	106	112	108	103
Cc1ccc(C(=O)N/N=C/c2ccccc2Cl)cn1	79	107	110	111	106	103	98	106	78
COc1ccc(-c2c3c(nc4nc[nH]c(=O)c24)C(C)CCC3)cc1 (stereo not given)	79	·	100	·	·	80	86	96	103
NS(=O)(=O)c1ccc(-n2cc(CC=O)nn2)cc1	95	105	99	100	96	104	105	107	92
Nc1c(Br)cc2c(c1Br)C(O)c1ccccc1-2 (stereo not given)	97	101	·	102	·	92	73	95	74
Cc1ccc(/C=N/NC(=O)Cn2c(C(C)C)nc3ccccc32)o1	89	102	109	123	78	114	96	102	98
O=C(N=Nc1c(O)n(Cc2ccccc2)c2ccccc12)c1cc(-c2ccccc2)on1	87	102	103	103	111	104	104	101	90
O=c1[nH]cc(O)c(=O)[nH]1	·	109	105	105	82	116	108	97	100
C=CCn1c(O)c(N=Nc2nc(-c3cc4ccccc4oc3=O)cs2)c2ccccc21	58	18	74	-4.9*	137	92	35	78	94
Cc1ccc(N=Nc2c(O)c(C(=O)O)cc3ccccc23)c(S(=O)(=O)O)c1	106	103	98	109	79	107	98	96	96
COC(=O)C1(CC(C)=O)NC(=S)NC(=O)C1C#N (stereo not given)	99	134	108	107	147	103	100	109	95
CN1CCN(CCCNC(=O)c2c3c(n4ccccc24)C(=O)c2ncccc2C3=O)CC1	-43*	-60*	34	21	46	41	-24*	7.6*	75
Cc1ccc(-c2csc(NC(=O)c3cc(-c4ccc(Cl)cc4)nc4ccc(Cl)cc34)n2)cc1	77	97	69	101	·	88	71	89	85
COc1ccc(/C=C/C(=O)/C=C(O)/C=C/c2ccc(OC)c(OC)c2OC)c(OC)c1OC	59	100	91	83	106	91	87	79	·
COc1ccc(C(=O)n2nc(/C=C/c3ccc(O)c(OC)c3)cc2/C=C/c2ccc(O)c(OC)c2)cc1	-6.8*	4.4*	13	-55*	-15*	26	8.0*	7.6*	20
O=c1ccc(=O)n(-c2nc(-c3cc4ccccc4oc3=O)cs2)[nH]1	95	102	80	92	113	89	90	80	84
COC(=O)C(Cc1ccccc1)n1cc(COc2nc(Cl)nc(Nc3ccc(N4CCOCC4=O)cc3)n2)nn1 (stereo not given)	90	103	100	109	89	99	95	96	93
COc1cc(/C=C/c2cc(/C=C/c3ccc(O)c(OC)c3)n(C(=O)Nc3ccc(F)cc3)n2)ccc1O	-6.0*	8.3*	16	-44*	31	28	11	20	-7.8*
CC/C(=C\c1ccc(OC)c(OC)c1)c1nc2ccccc2c(=O)[nH]1	94	112	110	76	102	97	112	102	·
Cc1cc(C)c2nc(Nc3nc(C)c(C)c(=O)[nH]3)nc(C)c2c1	7.1*	8.6*	-4.2*	-32*	-9.7*	41	18	24	·
Nc1c(C(=O)Nc2ccncc2)sc2nc3c(cc12)C(O)CCC3 (stereo not given)	79	102	90	107	112	105	93	96	100
COC(=C(C#N)C#N)N1CCOCC1	85	94	99	105	102	108	107	115	·
COc1ccccc1-c1c(C)nn2c(NCc3ccccn3)cc(C)nc12	96	102	80	·	81	96	103	49	80
O=[N+]([O-])c1ccc(-c2nnc(N3c4ccccc4C=Cc4ccccc43)o2)cc1	85	98	86	91	85	97	93	94	70
Nc1c(C(=O)Nc2ccc(Cl)c(Cl)c2)sc2nc(-c3cccs3)ccc12	82	104	96	93	·	75	69	100	95
COc1cc([N+](=O)[O-])ccc1C	101	98	86	84	78	93	87	102	89
CCCCCCCC(=O)SCC/C=C/[C@@H]1CC(=O)NCc2cc(ccn2)C2=N[C@@](C)(CS2)C(=O)N[C@@H](C(C)C)C(=O)O1	-13*	5.3*	-8.3*	·	·	4.2*	3.0*	-17*	-54*
O=C1/C(=C/c2ccccc2[N+](=O)[O-])Cc2ccccc21	-87*	7.0*!	19	-0.6*	-18*!	-48*	59&23	-43*	-9.6*
CCOC(=O)C1=C(C)C(Cl)=N/C1=C\c1[nH]c(Cl)c(C)c1C(=O)OCC	77	108	65	115	104	104	98	107	95
CC12SCC(C(=O)NCc3cccc(C(F)(F)F)c3)N1C(=O)c1ccccc12 (stereo not given)	69	109	·	105	85	101	99	96	80
Cc1ccc(CN2C(=O)C3(NCCc4cc(O)ccc43)c3ccccc32)cc1 (stereo not given)	·	98	78	109	94	101	96	91	75
O=C(NCc1ccc(Cl)cc1)C1CN(c2ccc(Cl)cc2)N(c2ccc(Cl)cc2)C1=O (stereo not given)	85	76	·	95	66	82	88	83	74
N=C(N)c1ccc(-c2ccc(-c3ccc(F)cc3F)o2)nc1	95	98	88	83	73	98	95	91	69
CC1=C(C(=O)OCC(C)C)C(c2cccc(C#N)c2)C(C(=O)OCC(C)C)=C(C)N1	79	86	75	58	82	80	85	83	62
CCCCOc1ccc(N)cn1	·	102	99	102	110	98	100	90	92
CCN(CC)c1ccc(C2CC(c3cc(OC)c(OC)c(OC)c3)=NN2)cc1 (stereo not given)	-9.2*	2.7*	68	-21*	-2.9*	-37*	32	75	·
Cc1cccc(OC(=O)Nc2ccc(C(=O)O)c(O)c2)c1	91	111	·	97	99	107	103	101	104

Individual results from above:
`Cc1cc(C)c2nc(Nc3nc(C)c(C)c(=O)[nH]3)nc(C)c2c1` in NCI-H23 is listed with 18
`CCOC(=O)C1=C(C)C(Cl)=N/C1=C\c1[nH]c(Cl)c(C)c1C(=O)OCC` in CAKI-1 is listed with 95

Following part:
SMILES	NCI-H522	NCI-H460	NCI-H226	RXF 393	A498	NCI/ADR-RES	NCI-H23	ACHN	CAKI-1
N#C/C(=C\c1ccc(-c2ccccc2)cc1)c1ccc(Cl)cc1	91	88	98	112	104	111	97	86	90
O=S(=O)(NCCCNc1nccc(-n2ccc3cccnc32)n1)c1ccc(F)cc1	96	101	100	103	100	95	99	96	92
CN(C)c1ccc(/C=C/C(=O)c2ccc(Nc3nc(Nc4ccc(F)cc4)nc(Nc4ccc(Cl)cc4)n3)cc2)cc1	56	63	89	22	83	66	73	75	71
O=C1CCC(C(=O)N/N=C/c2ccc(CO)o2)N1 (stereo not given)	101	100	105	112	118	104	102	100	97
CN(C)C(CN)c1ccccc1 (stereo not given)	77	115	105	117	102	111	112	112	106
C/C(=N\O)c1ccc(NC(=O)CSc2nnc(-c3ccccc3)n2-c2ccccc2)cc1	-35*	67	72	100	93	91	77	64	86

2 of the compounds above, as labelled records:
> C/C(=N\O)c1ccc(NC(=O)CSc2nnc(-c3ccccc3)n2-c2ccccc2)cc1
- NCI-H522 = -35*
- NCI-H460 = 67
- NCI-H226 = 72
- RXF 393 = 100
- A498 = 93
- NCI/ADR-RES = 91
- NCI-H23 = 77
- ACHN = 64
- CAKI-1 = 86

> O=C1CCC(C(=O)N/N=C/c2ccc(CO)o2)N1 (stereo not given)
- NCI-H522 = 101
- NCI-H460 = 100
- NCI-H226 = 105
- RXF 393 = 112
- A498 = 118
- NCI/ADR-RES = 104
- NCI-H23 = 102
- ACHN = 100
- CAKI-1 = 97
